tim23-1 inh – tim23-1 yeast growth inhibition; inhibition, % at 20 µM; S. cerevisiae tim23-1 growth, BacTiter-Glo luminescence, 24 h; 330,000 compounds, 1.3% hits;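 active = growth inhibition of the mutant yeast at or above 50%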;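 also: temperature-sensitive mutant grown at 25 °C; plate controls were DMSO-treated mutant yeast for no effect and medium wells lacking yeast for full effect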
CXCR6 block – blocks human CXCR6 beta-arrestin recruitment. O00574. CHO-K1 PathHunter CXCR6 beta-arrestin, luminescence. inhibition, % at 20 µM. 360,000 compounds, 0.36% hits. AID 602244; in the data active = inhibition above about 34%, passing the limit was not always enough;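 also: antagonist mode with CXCL16 agonist at 10 nM final; 0% = 10 nM CXCL16 with DMSO and 100% = unstimulated wells without agonist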
CCR6 antag – blocks CCL20-driven beta-arrestin recruitment at human CCR6; P51684; CHO-K1 CCR6 PathHunter beta-arrestin, luminescence, CCL20-stimulated; inhibition, % at 20 µM; 340,000 compounds, 0.49% hits; AID 493098;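 active = compounds whose inhibition of the agonist-driven luminescence signal at 20 µM reaches about 50%, limit read from the data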;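 also: cells stimulated with CCL20 at 14 nM final; plate controls were DMSO with CCL20 for no effect and DMSO without agonist for full effect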
Target sequence (P51684 whole entry, looked up): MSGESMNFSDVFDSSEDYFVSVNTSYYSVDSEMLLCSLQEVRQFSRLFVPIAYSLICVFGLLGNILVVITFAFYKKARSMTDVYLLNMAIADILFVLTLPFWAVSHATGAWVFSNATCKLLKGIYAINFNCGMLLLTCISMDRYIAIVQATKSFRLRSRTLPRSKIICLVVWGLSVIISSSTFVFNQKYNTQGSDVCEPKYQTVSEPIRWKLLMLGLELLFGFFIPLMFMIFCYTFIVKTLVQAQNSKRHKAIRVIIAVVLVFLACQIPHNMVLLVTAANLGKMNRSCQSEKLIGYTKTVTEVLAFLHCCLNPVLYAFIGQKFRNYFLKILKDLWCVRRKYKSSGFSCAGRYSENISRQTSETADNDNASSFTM
UPR XBP1 act – adaptive UPR (XBP1) activation. 330,000 compounds, 0.33% hits. CHO-XBP1 luciferase reporter, IRE1-XBP1 UPR activation, luminescence; percent of tunicamycin response, DMSO as zero. AID 463104. activation, % at 20 µM;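 active = versus positive control, 20 µM dose yields 30% or more activation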;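 also: 100% = tunicamycin at 10 µg/mL and 0% = DMSO only wells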
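Material: CHO-XBP1 cells stably carrying IRE1-XBP1-driven luciferase reporter | Medium: F12 with 10% serum | Compound dosing: 20 µM single concentration, DMSO 1% | Incubation: Overnight seeding at 37 °C, 6 h compound treatment at 37 °C | Detection: Steady-Glo luminescence read | Read-out basis: % activation of reporter signal versus tunicamycin and DMSO controls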
UPR CHOP act – apoptotic UPR (CHOP) activation; CHO-CHOP luciferase reporter, luminescence; percent of tunicamycin response over DMSO baseline; activation, % at 10 µM; 330,000 compounds, 0.34% hits; AID 449763;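 active = at 10 µM dose, activation of 40% or more, normalized to positive control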;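 also: 100% = tunicamycin at 10 µg/mL and 0% = DMSO alone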
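Test system: CHO CHOP reporter cells. Input: 500 CHO-CHOP cells per well. Medium: F12 with 10% FBS. Technique: luciferase luminescence. Measure: percent activation relative to tunicamycin control. Dosing: 10 µM compound, 0.5% DMSO. Timing: 16-18 h cell attachment, then 6 h compound exposure, 37 °C.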
EBI2 antag – antagonists of human EBI2 receptor. AID 651636. inhibition, % at 5 µM. EBI2 beta-arrestin recruitment, luminescence, 7a,25-OHC stimulated. 360,000 compounds, 0.81% hits. P32249; in the data active = inhibition above about 38%;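 also: enzyme fragment complementation signal reports receptor beta-arrestin coupling in cells; 0% = agonist plus DMSO wells and 100% = wells without agonist; some results beyond the cut were filed as inactive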
APJ antag – blocks the human apelin receptor APJ. CHO-K1 APJ beta-arrestin complementation, luminescence. inhibition, % at 20 µM. 330,000 compounds, 0.32% hits;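 active = inhibition above about 40% at 20 µM, limit read from the data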;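 also: cells challenged with 10 nM apelin-13 agonist together with compound; plate controls were apelin-13 plus DMSO wells for no effect and DMSO wells lacking apelin-13 for full effect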
Target sequence (P35414 whole entry, looked up): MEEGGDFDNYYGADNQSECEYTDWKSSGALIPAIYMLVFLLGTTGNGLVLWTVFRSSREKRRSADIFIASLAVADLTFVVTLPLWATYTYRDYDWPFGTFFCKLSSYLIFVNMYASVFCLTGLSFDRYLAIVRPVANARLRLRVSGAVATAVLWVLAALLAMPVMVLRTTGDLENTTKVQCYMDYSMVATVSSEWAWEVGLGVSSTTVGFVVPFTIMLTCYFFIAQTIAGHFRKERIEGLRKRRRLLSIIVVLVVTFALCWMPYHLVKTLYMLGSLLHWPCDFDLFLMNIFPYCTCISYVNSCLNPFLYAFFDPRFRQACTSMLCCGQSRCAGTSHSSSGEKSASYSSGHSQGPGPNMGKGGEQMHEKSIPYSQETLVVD
APJ ag – activates the human apelin receptor APJ. P35414. CHO-K1 APJ PathHunter beta-arrestin, luminescence; 0% DMSO wells, 100% apelin. activation, % at 20 µM. AID 2520. 330,000 compounds, 0.11% hits;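 active = activation more than six SD over the plate average, tested at 20 µM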;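 also: 0% = DMSO alone and 100% = apelin-13 at 10 nM; some results filed as inactive read as strong as hits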
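Material: CHO-K1 APJ beta-arrestin complementation cell line; Input: cell density 1000 per well; Incubation: compound stimulation 90 min at 25 °C, detection 60 min; Signal: luminescence from split beta-galactosidase complementation, Galacton Star/Emerald II substrate; Controls: DMSO-only wells as negative, 10 nM Apelin-13 as positive control.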
Mdm2-MdmX inh – inhibitors of human Mdm2/MdmX interaction. O15151+Q00987. SaOS-2 split-luciferase Mdm2/MdmX complementation, luminescence. inhibition, % at 8 µM. 330,000 compounds, 3% hits;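 active = inhibition of at least 50% at 8 µM in the primary screen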
The depositor's hits bear a star; / = no result given. Some of the compounds tested; the hit share may differ from the screen's.

The line under a structure holds: tim23-1 inh | CXCR6 block | CCR6 antag | UPR XBP1 act | UPR CHOP act | EBI2 antag | APJ antag | APJ ag | Mdm2-MdmX inh
> CC(C)(C)c1ccc(-c2n[nH]c(=S)n2Cc2ccccc2)cc1
    37 | 5 | 7 | -3 | -1.5 | -13 | 19 | 0 | -43
> COc1ccc(C2CC(=O)c3ccccc3O2)cc1 (stereo unspecified)
    26 | 0 | -4 | 4 | 2.7 | 0 | 23 | 5 | -109
> COc1ccccc1CCC(=O)Nc1nc2ccccc2[nH]1
    24 | -11 | 3 | 1 | 2.5 | 5 | -3 | -3 | -24
> COC(=O)C1=C(COc2ccc(C=O)cc2OC)NC(=O)NC1c1cc(C)ccc1C (stereo unspecified)
    -1 | 2 | -8 | 1 | 0.8 | 1 | 3 | / | 7
> CN=C1SC(CC(=O)Nc2ccccc2F)C(=O)N1C (stereo unspecified)
    1 | 8 | -5 | 0 | -1.2 | -15 | 2 | -1 | 15
> COc1ccc2cc(CCNC(=O)c3ccc4c(c3)OCO4)c(=O)[nH]c2c1
    13 | -3 | 3 | -1 | -1.0 | -4 | -45 | -1 | -10
> COc1cc(NC(=O)Cn2cnc(S(=O)(=O)N3CCc4ccccc43)c2)cc(OC)c1OC
    -2 | 6 | 14 | -7 | 7.1 | -3 | 18 | -3 | 16
> CCCc1[nH]c(=O)c(C#N)c2c1COC(C)(C)C2
    -8 | 2 | -9 | 0 | -2.2 | 5 | 14 | -3 | -6
> COc1ccc(CN2C(=NC(=O)C3CCCO3)SC3CS(=O)(=O)CC32)cc1 (stereo unspecified)
    1 | 0 | 13 | -3 | -2.8 | 3 | -4 | 2 | 9
> COc1ccc(CNS(=O)(=O)c2ccc(-n3cccn3)cc2)cc1
    24 | -14 | 0 | -3 | -0.7 | 7 | 4 | -5 | 10
> COc1cc(CNc2ccc(NC(C)=O)cc2)ccc1OCc1ccccc1C
    25 | -4 | -12 | -2 | 5.7 | 2 | -3 | -1 | -27
> Cc1ccc(-n2nnnc2SCC(=O)N2c3ccccc3NC(=O)C2(C)C)cc1
    10 | -12 | 13 | 2 | 1.8 | 1 | 16 | 2 | 20
> CCCC/C(C)=N/NC(=O)c1cn(-c2ccccc2)nc1-c1ccccc1
    34 | 2 | 10 | -1 | 0.3 | -12 | -16 | 0 | 11
> CC/C(=C(\c1ccc(O)cc1)c1ccc(OCCN(C)C)cc1)c1ccccc1
    -2 | -4 | 15 | -1 | 2.9 | 7 | 11 | 2 | 93*
> CCc1cc(C(=O)N2CCOCC2)c(NC2=NS(=O)(=O)c3ccccc32)s1
    10 | 6 | 17 | 2 | 0.3 | 20 | 16 | -1 | -3
> Cc1cc(Nc2ncc(Cl)cc2Cl)n(-c2ccccc2)n1
    28 | 5 | 0 | -2 | -1.1 | -3 | 12 | -4 | 10
> CCCn1c(=O)c(C(=O)NC(C)c2ccccc2)c(O)c2ccccc21 (stereo unspecified)
    35 | -18 | 4 | 1 | 1.3 | 0 | -11 | -4 | 22
> Nc1ncnc2c1ncn2[C@@H]1O[C@H](COS(=O)(=O)O)[C@@H](O)[C@H]1O
    0 | -10 | 2 | -3 | 0.9 | 0 | 5 | -1 | -8
> O=C(c1ccccc1CCc1ccccc1)N1CCN(c2ccccn2)CC1
    37 | 4 | 19 | -1 | 0.8 | 2 | -14 | -3 | -12
> CC(=O)NCCOC(=O)Nc1ccncc1
    7 | -8 | -3 | -1 | -0.1 | -1 | 18 | -4 | -16
> CN1CCN(CCNC(=O)c2ccc3nc(-c4ccc(F)cc4)c(-c4ccc(F)cc4)nc3c2)CC1
    0 | 6 | 15 | 3 | 0.3 | -18 | 17 | -2 | 54*
> CC(NC(=O)CN(C1CCCCC1)S(C)(=O)=O)c1ccccc1 (stereo unspecified)
    2 | 3 | 8 | 0 | 2.0 | 7 | 3 | 1 | -43
> CCc1ccc2oc(-c3cccc(N)c3)nc2c1
    38 | 0 | 0 | -3 | -4.0 | 11 | -1 | 11 | -111
> CN(C)S(=O)(=O)n1cc(/C=C(\NC(=O)c2ccccc2F)C(=O)NCCCN2CCOCC2)c2ccccc21
    -30 | -21 | 11 | -4 | -1.0 | -4 | 21 | 4 | 24
> CC(C)n1cnc2cc(NCc3ccco3)ccc21
    -8 | 0 | 0 | 0 | 1.5 | -6 | 8 | -1 | 0
> CCc1ccc(CNC(=O)CCc2nc(-c3cccs3)no2)cc1
    8 | 0 | 8 | 0 | -2.3 | 8 | -59 | -2 | 9
> CC1(C(=O)N/N=C/c2c(F)c(F)c(F)c(F)c2F)CC1(Cl)Cl (stereo unspecified)
    9 | -36 | -30 | -1 | -1.6 | -15 | 8 | 3 | 30
> CS(=O)(=O)c1ccccc1C(=O)Nc1ccc(-c2nc3ccccc3[nH]2)cc1
    2 | -5 | 4 | 0 | 3.3 | -1 | -2 | 6 | -58
> O=C(c1nc2ncccn2n1)N1CCN(c2ccc(F)cc2)CC1
    2 | 4 | 27 | -4 | -1.0 | -1 | 4 | -1 | -15
> CC(=O)c1cc2c(cc1NC(=O)c1cc3nc(C(C)C)cc(C(F)(F)F)n3n1)OCO2
    -49 | -7 | 6 | 4 | 3.6 | 24 | -8 | 0 | -1
> S=C(Cc1ccccc1)NCCc1ccccc1
    12 | 1 | 10 | -2 | -1.1 | -4 | 15 | -2 | 1
> Cc1[nH]n(C(N)=S)c(=O)c1N=Nc1cccc([N+](=O)[O-])c1C
    12 | 11 | 15 | -2 | 4.3 | 7 | 13 | -4 | -38
> Cc1ccc(-c2cc3c(N=O)c4ccccc4c-3n[nH]2)cc1
    38 | -1 | -1 | -6 | -8.9 | 3 | 10 | -4 | 93*
> O=C(NNc1nc2cc3c(cc2s1)OCO3)c1ccccc1
    10 | -5 | -5 | 5 | 3.5 | -13 | -31 | 0 | 7
> Cc1nn(-c2ccccc2)c2sc(-c3n[nH]c(=S)o3)cc12
    -1 | 7 | 0 | 2 | -2.2 | 7 | 11 | 3 | 18
> Cc1ccc(C)c(NC(=O)CN2C(=O)NC(C)(c3ccc4c(c3)OCCO4)C2=O)c1 (stereo unspecified)
    -14 | -6 | 16 | -2 | -1.6 | -7 | 12 | -2 | 3
> O=C(NCCCNC(=O)c1ccco1)c1ccc(F)cc1
    -6 | 0 | 8 | -8 | -0.3 | 7 | 14 | 2 | 18
> COc1ccc(CNC(=O)CN(C(=O)CCC(=O)Nc2ccccn2)c2cccc(C)c2C)cc1
    12 | 2 | 15 | -6 | 0.4 | 3 | 14 | 2 | 21
> Cc1cc(C)n(-c2nnc(C)n2NS(C)(=O)=O)n1
    -4 | -8 | -12 | 2 | -2.4 | -9 | 3 | -6 | 4
> Cc1cc(/C=N/NC(=O)C(O)(c2ccccc2)c2ccccc2)c(C)n1-c1ccccc1
    -1 | 6 | 15 | 2 | -2.4 | 5 | 10 | -5 | 25
> CCOC(=O)C1=C(COC(=O)Cc2ccc(OC)c(OC)c2)NC(=O)NC1C (stereo unspecified)
    -1 | -1 | -5 | -1 | -1.3 | 4 | 12 | -2 | 19
> CCn1cnc2c1c(=O)n(Cc1cccc([N+](=O)[O-])c1)c(=O)n2Cc1ccccc1
    14 | 9 | 21 | 1 | 4.2 | 5 | 17 | -5 | 21
> COc1ccc(/C(N)=N/OC(=O)c2ccco2)cc1OC
    -2 | -21 | -10 | 1 | 5.6 | -23 | -65 | 1 | -57
> Cc1c(Cl)cccc1N/C(=N/S(=O)(=O)c1cccs1)c1ccccc1
    36 | 7 | 10 | -5 | 0.4 | -2 | 2 | -2 | 10
> CCOc1cc(C#N)c(NC(=O)Cn2nnc3ccccc32)cc1OCC
    3 | -2 | 0 | 1 | -1.6 | -1 | -6 | -4 | 4
> COC(=O)NNC(=O)C(c1ccccc1)c1ccccc1
    2 | -15 | 5 | 0 | 1.1 | -1 | 13 | -3 | 13
> CN(CC(=O)Nc1ccccc1Cl)C(=O)Cn1cnc2ccccc2c1=O
    8 | -12 | 1 | 2 | 1.8 | -4 | -19 | 2 | 16
> O=C(Cn1nc(-c2cccc(Cl)c2)ccc1=O)Nc1cccnc1
    11 | -3 | -1 | 0 | 1.8 | -1 | 6 | -2 | 11
> CC1(C)OC(=O)C(=NNc2ccccc2C(=O)O)C(=O)O1
    -8 | -1 | 13 | 1 | -0.6 | -3 | 6 | -3 | 20
> COC(=O)CNC(=O)C1CCN(S(=O)(=O)c2cnc[nH]2)CC1
    -3 | 3 | 4 | -2 | -2.7 | -9 | 30 | -1 | 24
> Cc1cc(NC(=O)CSc2c3c(nc4ccccc24)CCC3)no1
    24 | 10 | 7 | -5 | 0.3 | -1 | 14 | -3 | 4
> CSc1ccc(NC(=O)CC(C)=O)cc1
    17 | 1 | -1 | 4 | 1.7 | 9 | -10 | -4 | 13
> CCCC(=O)Nc1ccc(C(=O)COC(=O)c2cc(C)oc2C)cc1
    25 | 0 | 18 | -1 | -0.4 | -10 | 10 | -2 | 6
> CNC(=O)c1ccccc1NC(=O)C1CC(=O)N(C(C)C)C1 (stereo unspecified)
    8 | -5 | -7 | -3 | 1.6 | -8 | 3 | -2 | 2
> Cc1c(C)c(C)c(S(=O)(=O)NCCC(=O)N2CCN(Cc3ccc(C#N)cc3)CC2)c(C)c1C
    4 | -7 | 8 | -1 | -0.4 | 5 | -2 | -2 | 21
> CN(C)C(=O)c1cc([N+](=O)[O-])ccc1O
    1 | -5 | 3 | 2 | -0.5 | -5 | -1 | -4 | 19

Arranged by formula weight (ascending): five of the compounds above
The line under a structure holds: tim23-1 inh | CXCR6 block | CCR6 antag | UPR XBP1 act | UPR CHOP act | EBI2 antag | APJ antag | APJ ag | Mdm2-MdmX inh
> CSc1ccc(NC(=O)CC(C)=O)cc1
    17 | 1 | -1 | 4 | 1.7 | 9 | -10 | -4 | 13
> COC(=O)CNC(=O)C1CCN(S(=O)(=O)c2cnc[nH]2)CC1
    -3 | 3 | 4 | -2 | -2.7 | -9 | 30 | -1 | 24
> Cc1cc(NC(=O)CSc2c3c(nc4ccccc24)CCC3)no1
    24 | 10 | 7 | -5 | 0.3 | -1 | 14 | -3 | 4
> CN(CC(=O)Nc1ccccc1Cl)C(=O)Cn1cnc2ccccc2c1=O
    8 | -12 | 1 | 2 | 1.8 | -4 | -19 | 2 | 16
> Cc1c(Cl)cccc1N/C(=N/S(=O)(=O)c1cccs1)c1ccccc1
    36 | 7 | 10 | -5 | 0.4 | -2 | 2 | -2 | 10

From PubChem
